Screens: PubChem BioAssay, several laboratories
Rv3671c protease: Rv3671c (M. tuberculosis) protease inhibition; inhibition, % at 5.96 µM; 320,000 tested, 0.048% active; in the data active = inhibition above about 38%;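 also: extracellular domain of Rv3671c used as enzyme; 0% = enzyme with DMSO and 100% = no enzyme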
Y pestis TopoI: inhibitors of Yersinia pestis topoisomerase I; Y. pestis Topo-I cleavage product accumulation, plate reader; activity, % at 10 µM; 360,000 tested, 0.064% active; in the data active = activity above about 50%, passing the limit was not always enough; also: inactives centre near 2
DUSP3 inh: inhibitors of human VHR1 phosphatase (DUSP3); recombinant VHR phosphatase, pNPP absorbance; 290,000 tested, 0.52% active; P51452; inhibition, % at 13.3 µM; in the data active = inhibition above about 50%; also: some compounds called inactive have numbers as strong as hits
Target sequence (P51452 whole entry, looked up): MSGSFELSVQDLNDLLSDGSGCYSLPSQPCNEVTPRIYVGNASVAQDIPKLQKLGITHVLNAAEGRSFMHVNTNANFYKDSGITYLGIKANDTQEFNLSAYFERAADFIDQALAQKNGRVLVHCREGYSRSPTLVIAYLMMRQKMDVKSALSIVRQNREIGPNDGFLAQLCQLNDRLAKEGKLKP
PriA SSB inh: blocks PriA binding to SSB C-terminal tail; AlphaScreen SSBct-PriA binding, biotinylated peptide; inhibition, % at 33 µM; 430,000 tested, 0.6% active; in the data active = inhibition mostly above about 37%, no sharp cut-off; inactive = mostly below about 20%;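 also: plate controls were negative control peptide for no effect and reference peptide for full effect; strong numbers were not always called active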
BH1578 lux ind: quorum light induction in luxS cqsA deficient V. cholerae; V. cholerae BH1578 lux reporter, luminescence, 6 h; activation, % at 18.7 µM; 350,000 tested, 0.16% active; in the data active = activation mostly above about 9.7%, no sharp cut-off; also: not every result past the cut was called active; inactives centre near 0; reference of the scale not given here
PfHsp40 rescue: compounds rescuing yeast from Plasmodium falciparum HSP40 toxicity | S. cerevisiae expressing PfHsp40, growth rescue, ATP luminescence | growth rescue, % at 12.5 µM | 340,000 tested, 0.68% active | AID 504582; in the data active = growth rescue above about 28%, passing the limit was not always enough;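 also: yeast W303a lacking pdr1 and pdr3 grown in galactose medium; growth measured after three days at 30 °C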
MazF activator: increases E. coli MazEF RNase cleavage of RNA; P0AE70; FAM/BHQ RNA-DNA oligo cleavage fluorescence, 5 h; activation, % at 20 µM; 350,000 tested, 0.32% active; AID 504720; in the data active = activation above about 50%
Target sequence (P0AE70 whole entry, looked up): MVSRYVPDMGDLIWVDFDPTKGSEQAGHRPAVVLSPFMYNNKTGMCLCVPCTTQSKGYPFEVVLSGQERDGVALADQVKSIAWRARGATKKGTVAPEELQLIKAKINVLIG
3CLpro inhibitor: SARS-CoV 3CLpro protease inhibition | 290,000 tested, 0.14% active | recombinant SARS-CoV 3CLpro, quenched FRET peptide cleavage | P0C6X7 | inhibition, % at 6 µM | AID 1706; in the data active = inhibition above about 12%
Anthrax LF inh2: anthrax lethal factor protease inhibition; P15917; multiplex microsphere protease cleavage assay, LF; inhibition, % at 10 µM; 360,000 tested, 0.12% active; AID 588501; in the data active = inhibition above about 30%; also: plate controls were buffer without enzyme for full effect and enzyme alone for no effect
Target sequence (P15917 whole entry, looked up): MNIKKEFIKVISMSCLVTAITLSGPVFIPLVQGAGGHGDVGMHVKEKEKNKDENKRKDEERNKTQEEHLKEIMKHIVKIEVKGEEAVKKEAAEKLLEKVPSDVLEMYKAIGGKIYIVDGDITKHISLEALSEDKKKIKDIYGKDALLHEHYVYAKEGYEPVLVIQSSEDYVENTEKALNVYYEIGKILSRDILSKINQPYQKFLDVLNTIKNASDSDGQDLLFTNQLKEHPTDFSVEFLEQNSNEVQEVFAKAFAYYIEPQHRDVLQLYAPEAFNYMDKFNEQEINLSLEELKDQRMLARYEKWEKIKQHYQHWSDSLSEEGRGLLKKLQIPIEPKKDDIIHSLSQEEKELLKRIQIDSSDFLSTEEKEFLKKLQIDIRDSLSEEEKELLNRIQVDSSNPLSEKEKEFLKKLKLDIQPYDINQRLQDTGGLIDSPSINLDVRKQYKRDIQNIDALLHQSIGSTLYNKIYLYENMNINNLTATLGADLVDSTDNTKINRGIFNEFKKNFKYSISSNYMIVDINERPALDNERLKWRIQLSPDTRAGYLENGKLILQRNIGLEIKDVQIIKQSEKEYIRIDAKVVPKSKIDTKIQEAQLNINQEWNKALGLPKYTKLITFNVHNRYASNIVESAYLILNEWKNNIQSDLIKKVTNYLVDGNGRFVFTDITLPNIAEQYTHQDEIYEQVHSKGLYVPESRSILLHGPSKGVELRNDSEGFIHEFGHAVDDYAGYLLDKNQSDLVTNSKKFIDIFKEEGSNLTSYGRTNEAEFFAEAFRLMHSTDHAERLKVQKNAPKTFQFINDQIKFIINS
TcdB GH inh: inhibitors of Clostridioides difficile toxin B glycohydrolase; 350,000 tested, 0.24% active; TcdB glycohydrolase enzymatic assay, plate reader; inhibition, % at 9.99 µM; AID 652162; in the data active = inhibition above about 10%
* marks the source's active call; other numbers are inactive results; & = joins results of further samples. Not all compounds are listed (hit frequency here may not be typical).

Cc1oc(-c2ccccc2Cl)nc1Cn1cccc1C1=NC(c2ccccc2)CO1 (centres undefined) was read as Rv3671c protease -2, Y pestis TopoI 25, DUSP3 inh 29, PriA SSB inh -4, BH1578 lux ind inactive, PfHsp40 rescue -0.2, MazF activator -3, 3CLpro inhibitor 1 and Anthrax LF inh2 -2.
`O=C(O)CNc1nc(-c2ccccc2)nc2ccccc12` gave Rv3671c protease 2, Y pestis TopoI 3, DUSP3 inh -4, PriA SSB inh -11, BH1578 lux ind -4.2, PfHsp40 rescue 0.8, MazF activator -13, 3CLpro inhibitor -1, Anthrax LF inh2 -6 and TcdB GH inh 1.7.
Cn1cc(C(=O)NCN2CCCCC2)c2ccccc21 was read as Rv3671c protease 1, Y pestis TopoI -2, DUSP3 inh 11, PriA SSB inh 0, BH1578 lux ind inactive, PfHsp40 rescue -1.3, MazF activator 4, 3CLpro inhibitor -1 and Anthrax LF inh2 5.
For CS(=O)(=O)c1ccc(Cl)c(NC(=O)COC(=O)CNC(=O)c2sc3ccccc3c2Cl)c1 the results were Rv3671c protease -4, Y pestis TopoI 48, PriA SSB inh -11, BH1578 lux ind inactive, PfHsp40 rescue 3.1, MazF activator 2, Anthrax LF inh2 4 and TcdB GH inh 1.5.
For CCOCC(=O)Nc1ccc(S(=O)(=O)N2CCC(c3nc4ccccc4[nH]3)CC2)cc1 the results were Rv3671c protease 0, Y pestis TopoI -2, PriA SSB inh 7, BH1578 lux ind inactive, PfHsp40 rescue -0.9, MazF activator 1 and TcdB GH inh 2.1.
`Oc1ccc(Cl)cc1CNc1cccc2cccnc12` gave Rv3671c protease -24, Y pestis TopoI -19, DUSP3 inh -4, PriA SSB inh 18, BH1578 lux ind inactive, PfHsp40 rescue 2.4, MazF activator 12, 3CLpro inhibitor 3, Anthrax LF inh2 -26 and TcdB GH inh -4.9.
Screening CCOC(=O)N/N=C/C(Cl)=C/c1ccccc1 returned Rv3671c protease 6, Y pestis TopoI 4, DUSP3 inh -4, BH1578 lux ind -0.3, PfHsp40 rescue 1.4, MazF activator 2, 3CLpro inhibitor -3, Anthrax LF inh2 1 and TcdB GH inh -1.6.
`COc1cccc(Nc2ncccc2C(=O)O)c1` gave Rv3671c protease 1, Y pestis TopoI 14, DUSP3 inh 12, PriA SSB inh -1, BH1578 lux ind inactive, PfHsp40 rescue -0.8, MazF activator 3, 3CLpro inhibitor 5 and Anthrax LF inh2 -2.
CCOC(=O)c1cn(Cc2cccc(Cl)c2)nn1 was read as Rv3671c protease -3, Y pestis TopoI 6, DUSP3 inh -8, PriA SSB inh 0, BH1578 lux ind -0.2, PfHsp40 rescue 1.1, MazF activator -7, 3CLpro inhibitor -3, Anthrax LF inh2 -3 and TcdB GH inh 2.1.
Screening CCOc1ccccc1NC(=O)c1cccc(S(=O)(=O)N(Cc2ccccc2)c2ccccc2OC)c1 returned Rv3671c protease -12, Y pestis TopoI -4, DUSP3 inh 21, PriA SSB inh -17, BH1578 lux ind inactive, PfHsp40 rescue -1.4, MazF activator 0, 3CLpro inhibitor 7, Anthrax LF inh2 1 and TcdB GH inh 0.0.
`COc1ccc(C(=O)OCCOc2cccc(Cl)c2)cc1S(=O)(=O)N1CCOCC1` gave Rv3671c protease -6, Y pestis TopoI 38, DUSP3 inh 20, PriA SSB inh -8, BH1578 lux ind -0.2, PfHsp40 rescue -0.9, MazF activator 2, 3CLpro inhibitor 4, Anthrax LF inh2 -2 and TcdB GH inh 0.6.
`CCC(C)c1ccc(NC(=O)c2cnn3c(C(F)F)cc(C)nc23)cc1` (centres undefined) gave Rv3671c protease -3, Y pestis TopoI 2, DUSP3 inh 13, PriA SSB inh -9, BH1578 lux ind -0.5, PfHsp40 rescue -1.0, MazF activator 6, 3CLpro inhibitor 4, Anthrax LF inh2 7 and TcdB GH inh -0.4.
Screening CNC(=O)c1sc(-c2cccs2)nc1C returned Rv3671c protease -8, Y pestis TopoI 0, DUSP3 inh 34, PriA SSB inh -2, BH1578 lux ind 0.7, PfHsp40 rescue -1.4, MazF activator 4, 3CLpro inhibitor 2, Anthrax LF inh2 -2 and TcdB GH inh 1.3.
COc1ccc2nc(C)cc(SCC(=O)N/N=C/c3ccc(O)c(O)c3)c2c1 was read as Rv3671c protease 5, Y pestis TopoI -14, DUSP3 inh 2, BH1578 lux ind -1.6, PfHsp40 rescue -0.3, MazF activator 10, 3CLpro inhibitor 5, Anthrax LF inh2 -3 and TcdB GH inh -1.5.
`CCOC(=O)c1ccccc1NC(=O)CSc1nc2ccncc2[nH]1` gave Rv3671c protease 4, Y pestis TopoI -9, DUSP3 inh 2, PriA SSB inh -4, BH1578 lux ind -3.1, PfHsp40 rescue -0.4, MazF activator 6, 3CLpro inhibitor 3, Anthrax LF inh2 -2 and TcdB GH inh 2.1.
For CC1CC(C)(C)NCCNC(C)CC(C)(C)NCCN1 (centres undefined) the results were Rv3671c protease 0, Y pestis TopoI 7, DUSP3 inh 12, PriA SSB inh -9, BH1578 lux ind -0.4, PfHsp40 rescue 1.5, MazF activator -1, 3CLpro inhibitor 0 and Anthrax LF inh2 -3.
`O=C(CSc1nnc(-c2ccc(F)cc2)c2ccccc12)Nc1ccccc1` gave Rv3671c protease -5, Y pestis TopoI 13, DUSP3 inh 8, PriA SSB inh -12, BH1578 lux ind -0.3, PfHsp40 rescue -0.7, MazF activator 3, 3CLpro inhibitor 2, Anthrax LF inh2 2 and TcdB GH inh 1.3.
CC(=O)c1c(C)[nH]c(C(=O)OCC(=O)c2ccc(Br)cc2)c1C was read as Y pestis TopoI 5, BH1578 lux ind -0.6, MazF activator 7, Anthrax LF inh2 10 and TcdB GH inh 0.6.
COC(=O)c1cc2sc(Cl)cc2n1CC(=O)Nc1ccc(OC)c(OC)c1OC was read as Rv3671c protease -10, Y pestis TopoI 17, DUSP3 inh 27, PriA SSB inh 9, BH1578 lux ind inactive, PfHsp40 rescue 0.6, MazF activator 4, 3CLpro inhibitor 2 and Anthrax LF inh2 1.
For CCOC(=O)N1CCN(C(=O)c2cc(COc3cccc(C(C)=O)c3)on2)CC1 the results were Rv3671c protease -10, Y pestis TopoI 16, DUSP3 inh 23, PriA SSB inh -3, BH1578 lux ind inactive, PfHsp40 rescue 0.4, MazF activator 6, 3CLpro inhibitor -6, Anthrax LF inh2 -3 and TcdB GH inh 0.3.
Screening FC(F)(F)c1cccc(NC(=S)NCC(c2cccnc2)N2CCOCC2)c1 (centres undefined) returned Rv3671c protease 1, Y pestis TopoI 11, DUSP3 inh -2, PriA SSB inh 4, BH1578 lux ind -0.1, PfHsp40 rescue 1.1, MazF activator 5, 3CLpro inhibitor -3, Anthrax LF inh2 0 and TcdB GH inh 0.8.
Screening O=C(Nc1ccc(Cl)c(S(=O)(=O)N2CCOCC2)c1)c1n[nH]c(=O)c2ccccc12 returned Rv3671c protease 1, Y pestis TopoI 1, PriA SSB inh 0, BH1578 lux ind inactive, PfHsp40 rescue -1.7, MazF activator 3, Anthrax LF inh2 0 and TcdB GH inh 1.6.
COc1ccc(C(O)(C2CCCCC2)C(CN2CCOCC2)c2ccccc2)cc1 (centres undefined) was read as Rv3671c protease 1, Y pestis TopoI 39, DUSP3 inh 28, PriA SSB inh 6, BH1578 lux ind -0.8, PfHsp40 rescue -0.7, MazF activator 4, 3CLpro inhibitor -2, Anthrax LF inh2 -2 and TcdB GH inh 5.4.
O=C(CC(c1ccccc1)c1ccccc1)N1CCN(c2ccccn2)CC1 was read as Rv3671c protease 5, Y pestis TopoI 4, DUSP3 inh 29, PriA SSB inh -5, BH1578 lux ind -0.2, PfHsp40 rescue 3.3, MazF activator 1, 3CLpro inhibitor 6, Anthrax LF inh2 -6 and TcdB GH inh 0.1.
O=C(CC(Cc1ccccc1)c1ccco1)NCc1ccco1 (centres undefined) was read as Rv3671c protease 3, Y pestis TopoI 3, DUSP3 inh 23, PriA SSB inh -4, BH1578 lux ind -0.2, PfHsp40 rescue 0.3, MazF activator -3, 3CLpro inhibitor 0, Anthrax LF inh2 2 and TcdB GH inh 1.6.
For CCC(=O)Nc1ccccc1C(=O)N1CCN(Cc2ccccc2)CC1 the results were Rv3671c protease 9, Y pestis TopoI 0, DUSP3 inh 8, PriA SSB inh -11, BH1578 lux ind -0.6, PfHsp40 rescue -1.2, MazF activator 3, 3CLpro inhibitor -3 and Anthrax LF inh2 -2.
`Cn1c(=O)c2c(nc(CN3CCN(c4ccccc4F)CC3)n2CCCc2ccccc2)n(C)c1=O` gave Rv3671c protease 1, Y pestis TopoI -3, PriA SSB inh -16, BH1578 lux ind inactive, PfHsp40 rescue -0.6, MazF activator 5, 3CLpro inhibitor -6 and Anthrax LF inh2 -1.
Screening COc1ccc(NC(=O)CSCC(=O)N(C)CCOc2ccc(Cl)cc2)cc1 returned Rv3671c protease 1, Y pestis TopoI 24, PriA SSB inh -16, BH1578 lux ind 5.6, PfHsp40 rescue 0.2, MazF activator 3, Anthrax LF inh2 -2 and TcdB GH inh 3.2.
O=C(NCCCN1CCCC1=O)c1cc2c(s1)CCCCC2 was read as Rv3671c protease -5, Y pestis TopoI 8, DUSP3 inh 34, PriA SSB inh -14, BH1578 lux ind -0.5, PfHsp40 rescue 1.4, MazF activator 3, 3CLpro inhibitor -2, Anthrax LF inh2 -3 and TcdB GH inh 0.8.
For CCCCn1c(NC(=S)Nc2ccccc2)nc2ccccc21 the results were Rv3671c protease -6, Y pestis TopoI -4, DUSP3 inh 1, PriA SSB inh -5, BH1578 lux ind -0.4, PfHsp40 rescue -0.8, MazF activator 6, 3CLpro inhibitor 5 and Anthrax LF inh2 -2.
For C[C@@H](CN1CCC(Cc2ccccc2)CC1)[C@@H](O)c1ccc(O)cc1 the results were Rv3671c protease -4, Y pestis TopoI -5, PriA SSB inh -2, BH1578 lux ind 3.8, PfHsp40 rescue -1.1, MazF activator -3, Anthrax LF inh2 0 and TcdB GH inh -0.9.
For O=C(NC(=S)Nc1ccc(Cc2ccncc2)cc1)c1ccccc1Cl the results were Rv3671c protease 3, Y pestis TopoI -1, DUSP3 inh 18, PriA SSB inh 8, BH1578 lux ind 1.5, PfHsp40 rescue -0.9, MazF activator -3, 3CLpro inhibitor 3 and Anthrax LF inh2 1.
`O=C(N/N=C/c1cccc([N+](=O)[O-])c1)c1cccc2cc[nH]c12` gave Rv3671c protease -24, Y pestis TopoI 8, DUSP3 inh 52*, BH1578 lux ind -0.2, PfHsp40 rescue -0.6, MazF activator 18, 3CLpro inhibitor 3, Anthrax LF inh2 -1 and TcdB GH inh 1.7.
COc1ccc(-c2cc(C(=O)NCc3ccc(C(F)(F)F)cc3)[nH]n2)c(C)c1 was read as Y pestis TopoI 5, BH1578 lux ind inactive, Anthrax LF inh2 -5 and TcdB GH inh 0.0.
COC(=O)C1=C(N)Oc2cc(C)n(CC3CCCO3)c(=O)c2C1c1ccccc1 (centres undefined) was read as Rv3671c protease 8, Y pestis TopoI 5, DUSP3 inh 19, PriA SSB inh 4&3, BH1578 lux ind 11, PfHsp40 rescue 2.5, MazF activator 1, 3CLpro inhibitor 1 and Anthrax LF inh2 -2.
For CS(=O)(=O)c1ccc(C(=O)N2CCN(Cc3ccccc3)CC2)cc1 the results were Rv3671c protease -14, Y pestis TopoI 5, DUSP3 inh 7, PriA SSB inh -22, BH1578 lux ind -1.1, PfHsp40 rescue -0.6, MazF activator 9, 3CLpro inhibitor -5, Anthrax LF inh2 -6 and TcdB GH inh -0.3.

Already shown: an excerpt of the list.
COC(=O)C1=C(N)Oc2cc(C)n(CC3CCCO3)c(=O)c2C1c1ccccc1 (centres undefined) was read as Rv3671c protease 8, Y pestis TopoI 5, DUSP3 inh 19, PriA SSB inh 4&3, BH1578 lux ind 11, PfHsp40 rescue 2.5, MazF activator 1, 3CLpro inhibitor 1 and Anthrax LF inh2 -2.
For CS(=O)(=O)c1ccc(C(=O)N2CCN(Cc3ccccc3)CC2)cc1 the results were Rv3671c protease -14, Y pestis TopoI 5, DUSP3 inh 7, PriA SSB inh -22, BH1578 lux ind -1.1, PfHsp40 rescue -0.6, MazF activator 9, 3CLpro inhibitor -5, Anthrax LF inh2 -6 and TcdB GH inh -0.3.
